S1P4 ag = S1P4 receptor agonists, primary screen, cell-based | S1P4-expressing cell line, agonist reporter assay | activation, % at 4.98 µM | hit rate 0.35% among 220,000; in the data active means activation above about 11%;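 further: 0% = DMSO vehicle and 100% = reference agonist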
PERK inh = block of dimerizer-induced PERK translation repression, primary screen, PERK inhibitor project, CHO PERK-DD cells, SEAP luminescence, HTS | inhibition, % at 5.6 µM | hit rate 0.17% among 220,000 | Eukaryotic translation initiation factor 2-alpha kinase 3 (Homo sapiens), Q9NZJ5 | AID 1416, 2008 | CHO PERK-DD fusion, SEAP luminescence translation reporter;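 active means inhibition above the mean inhibition of all tested compounds plus 3 SD, set separately per screening campaign, cut at about 2.9% in these data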;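 further: PERK kinase domain activated by AP20187 dimerizer at 100 nM; 0% = DMSO with dimerizer and 100% = rapamycin at 8.4 µM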
eIF4E-4G inh = eIF4E–eIF4G protein interaction inhibitors, primary screen, biochemical, uHTS, TR-FRET, eIF4GI fragment | inhibition, % at 21.7 µM | AID 782, 2007 | hit rate 0.37% among 220,000 | TR-FRET eIF4E-eIF4GI(517-606) binding, 2 h | Eukaryotic translation initiation factor 4E (Mus musculus) + Eukaryotic translation …;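 active means inhibition above about 30%, limit read from the data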;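 further: 0% = full FRET control wells and 100% = background wells lacking eIF4GI fragment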
BaF3 tox = parental Ba/F3 cell viability inhibition, counter-screen for JAK2V617F inhibitor project, murine pro-B, CellTiter-Glo luminescence | CellTiter-Glo ATP luminescence | inhibition, % at 5.6 µM | hit rate 1.1% among 220,000 | AID 1486, 2009;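 active means inhibition above a per-campaign cutoff, the mean inhibition of all tested compounds plus 3 SD, cut at about 27% in these data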;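 further: 0% = DMSO wells and 100% = JAK Inhibitor I control wells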
Ba/F3 V617F tox = reduced viability of JAK2V617F-dependent Ba/F3 cells, primary screen, JAK2V617F inhibitor project, cell-based, Ba/F3 EpoR-JAK2V617F, luminescence; hit rate 1.1% among 220,000; AID 1446, 2008; ATP luminescence; inhibition, % at 5.6 µM;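 active means inhibition above the campaign mean plus 3 SD over all tested compounds, cut at about 24% in these data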;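 further: cytokine-independent growth of Ba/F3 cells driven by EpoR plus mutant JAK2; 0% = DMSO-treated cells and 100% = JAK inhibitor I control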
S1P4 antagonist = S1P4 receptor antagonists, primary screen, cell-based; Sphingosine 1-phosphate receptor 4 (Homo sapiens), O95977; S1P4-expressing cells, antagonist mode, reporter read-out; inhibition, % at 4.98 µM; hit rate 0.26% among 220,000; in the data active means inhibition above about 29%;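 further: 0% = wells stimulated with agonist and 100% = vehicle wells without agonist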
MDM2 E3 inh = MDM2-luciferase reporter signal enhancers, primary screen, MDM2 E3 ligase inhibitor project, cell-based, luminescence, 1536-well | E3 ubiquitin-protein ligase Mdm2 (Homo sapiens), Q00987 | cell-based MDM2 ubiquitination luciferase reporter, 2 h; 0 = plate control, 100 = twice control, blank-subtracted | signal enhancement, % at 5 µM | hit rate 0.11% among 210,000;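 active means signal enhancement of 30% or more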;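 further: luminescence tracks abundance of the self-degrading MDM2-luciferase fusion protein; higher signal means inhibition of MDM2 E3 ligase activity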
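Material: stable MDM2–luciferase fusion reporter cells / Quantity: 2000 cells/well / Dosing: single 5 µM compound dose, 0.2% final DMSO / Buffer or medium: DMEM / Schedule: 4 h cell settling then 2 h compound exposure, 37 °C / Detection: luminescence with SteadyLite reagent, 15 min at room temperature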
NPY2 pot ag = NPY-Y2 potentiators or agonists, primary screen, cell-based. Neuropeptide Y receptor type 2 (Homo sapiens), P49146. cells expressing NPY-Y2, potentiator/agonist read-out. activation, % at 3.6 µM. hit rate 0.45% among 220,000. AID 1359, 2008; in the data active means activation above about 27%;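 further: cells stimulated with NPY near EC25 plus isoproterenol at EC100; 0% = vehicle plus submaximal agonist and 100% = vehicle plus saturating agonist; some results beyond the cut were filed as inactive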
Target sequence (P49146 whole entry, looked up): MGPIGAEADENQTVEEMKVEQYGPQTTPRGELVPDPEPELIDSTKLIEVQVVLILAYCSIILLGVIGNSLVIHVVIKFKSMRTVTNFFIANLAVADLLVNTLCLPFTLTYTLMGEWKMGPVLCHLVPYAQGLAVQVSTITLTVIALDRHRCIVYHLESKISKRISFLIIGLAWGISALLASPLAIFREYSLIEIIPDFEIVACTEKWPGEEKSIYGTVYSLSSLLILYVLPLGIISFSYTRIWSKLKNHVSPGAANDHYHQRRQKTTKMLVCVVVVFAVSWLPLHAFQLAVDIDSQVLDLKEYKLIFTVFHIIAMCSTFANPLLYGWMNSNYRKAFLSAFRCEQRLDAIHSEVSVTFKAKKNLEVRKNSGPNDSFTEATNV
Wee1 stabilizer = Wee1 degradation inhibitors, primary screen, cell-based, HeLa, Wee1K328M-luciferase, luminescence | reporter increase, % at 5 µM | HeLa Luc-Wee1K328M stability; 100% = proteasome inhibitor MG132 effect | Wee1-like protein kinase (Homo sapiens), P30291 | hit rate 1.2% among 220,000 | AID 1321, 2008;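 active means activation above the mean of all tested compounds plus 3 SD, set per screening run, cut at about 8.8% in these data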;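 further: cells exposed to compound for 20 h before luminescence read; 0% = DMSO alone and 100% = MG132 at 30 µM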
Target sequence (P30291 whole entry K328M): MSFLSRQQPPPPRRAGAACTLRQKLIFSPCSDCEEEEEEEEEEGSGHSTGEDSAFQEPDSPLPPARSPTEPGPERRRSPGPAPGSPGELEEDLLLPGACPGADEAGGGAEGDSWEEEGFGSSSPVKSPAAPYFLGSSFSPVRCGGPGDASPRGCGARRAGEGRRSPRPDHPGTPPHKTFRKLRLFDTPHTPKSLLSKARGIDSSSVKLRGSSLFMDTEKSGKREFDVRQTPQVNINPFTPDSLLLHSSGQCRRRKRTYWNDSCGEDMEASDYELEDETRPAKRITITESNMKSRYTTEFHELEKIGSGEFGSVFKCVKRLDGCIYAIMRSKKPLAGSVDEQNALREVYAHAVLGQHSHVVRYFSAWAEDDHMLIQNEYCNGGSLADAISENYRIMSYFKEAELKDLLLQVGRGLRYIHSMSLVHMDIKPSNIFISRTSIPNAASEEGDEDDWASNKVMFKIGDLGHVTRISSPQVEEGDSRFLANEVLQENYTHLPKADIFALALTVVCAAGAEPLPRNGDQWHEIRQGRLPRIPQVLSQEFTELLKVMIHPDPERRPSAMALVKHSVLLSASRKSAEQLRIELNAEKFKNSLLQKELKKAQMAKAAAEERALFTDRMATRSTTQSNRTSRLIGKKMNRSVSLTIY
Numbers without * were called inactive; . = not tested or not shown; [ ] = another dose, or the depositor's remark.

| SMILES | S1P4 ag | PERK inh | eIF4E-4G inh | BaF3 tox | Ba/F3 V617F tox | S1P4 antagonist | MDM2 E3 inh | NPY2 pot ag | Wee1 stabilizer |
| --- | --- | --- | --- | --- | --- | --- | --- | --- | --- |
| CCOc1ccc(CCNC(=O)c2cccc(C#N)c2)cc1OCC | -0.6 | -0.3 | 1 | 2 | -3 | -17 | -9 | -1 | -1 |
| O=C(O)c1c(NC(=O)c2cccc3ccccc23)sc2c1CCC2 | -2.5 | -0.1 | 10 | 0 | -3 | -19 | . | -18 | -1 |
| O=C(CS(=O)(=O)c1cn(Cc2ccc(F)cc2)c2ccccc12)N1CCOCC1 | -1.2 | 0.2 | 1 | 1 | -5 | 8 | -11 | 4 | -2 |
| Cn1c(=O)n(C)c2cc(NC(=O)c3cc4ccccc4o3)ccc21 | -1.6 | -0.5 | 5 | 1 | -3 | -10 | -13 | -2 | -1 |
| O=C(O)Cn1nnnc1SCC(=O)Nc1ccc(OC(F)(F)F)cc1 | 1.0 | 1.3 | 1[fluorescence artefact?] | 0 | 2 | 13 | -15 | -7 | 1 |
| C/C(=N\NC(=O)C1CC1(C)c1ccccc1)c1ccco1 (centres undefined) | -1.3 | 1.4 | -5 | 7 | -2 | 1 | -8 | -1 | -1 |
| Nn1c(SCC(=O)NCCC2=CCCCC2)nnc1C1CCCCC1 | 1.2 | 0.6 | 10 | 5 | -1 | -8 | -9 | -3 | 4 |
| Cc1noc(C)c1C(=O)Nc1sc2c(c1C(N)=O)CCC2 | -0.9 | -0.2 | -1 | 2 | -3 | -5 | -7 | 7 | -1 |
| CCOC(=O)NC(Nc1nnc(C)s1)(C(=O)OCC)C(F)(F)F (centres undefined) | 0.0 | 1.7 | -1[fluorescence artefact?] | -1 | -4 | -6 | -6 | 8 | 0 |
| Cc1ccc(NCc2ccc(Cl)nc2)c(NCc2ccc(Cl)nc2)c1 | 0.7 | 0.7 | 0 | -2 | 1 | 6 | 1 | -5 | -1 |
| OCCC1CN(Cc2cccc(O)c2)CCN1CCc1ccccc1 (centres undefined) | -2.0 | -1.2 | 4 | 1 | 3 | -5 | -12 | -18 | -3 |
| Fc1ccc(/C=N/NC(=S)Nc2ccc(Cl)cc2)cc1F | -0.4 | 0.5 | -6[fluorescence artefact?] | 4 | -1 | -3 | -13 | -12 | 9 |
| c1ccc2c(c1)ccc1nnc(SCc3ccc4c(c3)OCCO4)n12 | 1.0 | 0.5 | -3 | 7 | -4 | 1 | -21 | -9 | -3 |
| COc1ccc(NC(=O)C(Cc2ccccc2)n2cccc2)c(OC)c1 (centres undefined) | -0.9 | 0.8 | -4 | -7 | 2 | -13 | . | -14 | 1 |
| CC(=O)NC(CCS(C)(=O)=O)C(=O)Nc1cccc(Cl)c1Cl (centres undefined) | -1.7 | -0.5 | -3 | 3 | -3 | -2 | -11 | 15 | 0 |
| CC(C)(C)n1nnnc1CN1C2CCC1CC(NC(=O)Nc1ccccc1)C2 (centres undefined) | 0.0 | -0.2 | -7 | 8 | -2 | -1 | -10 | 1 | 0 |
| CON(C)c1nc(OCCNC(=O)COc2ccc(Cl)cc2C)nc(N(C)C)n1 | -2.2 | -0.8 | 9 | 0 | -4 | 9 | -8 | 14 | 6 |
| COC(=O)[C@@H]1[C@@H](C)OC(=O)N[C@H]1c1ccccc1 | 0.7 | 0.7 | -5 | 11 | 7 | -8 | . | -12 | -4 |
| O=C(O)Cn1c(-c2ccccc2)nc2ccccc21 | -0.3 | 0.3 | 6 | 2 | 2 | -9 | -21 | 6 | 0 |
| O=c1[nH]c(CN2CCN(c3ccc(F)cc3)CC2)nc2ccccc12 | -0.7 | 0.0 | -2 | 1 | 1 | -14 | -11 | 3 | -1 |
| Cc1cccc(-c2nnc(SCC#N)n2-c2ccccc2)c1 | -3.2 | 0.5 | 0 | 5 | 1 | -21 | -10 | 10 | -2 |
| Cc1nc(N2CCN(Cc3ccccc3)CC2)nc2c1C(=O)CC(c1ccco1)C2 (centres undefined) | 2.2 | -0.7 | -7 | 3 | 1 | -6 | -2 | -8 | 1 |
| O=C(Nc1ccncc1NC(=O)c1cccc([N+](=O)[O-])c1)c1cccc([N+](=O)[O-])c1 | 1.4 | 1.0 | -7 | 1 | 2 | 1 | -3 | -5 | 1 |
| Cc1c(NC(=O)CSc2nc3ccccc3[nH]2)c(=O)n(-c2ccccc2)n1C | 1.6 | 1.6 | -1 | 6 | 2 | -2 | -2 | -8 | 2 |

An excerpt from above in order of heavy-atom count, ascending:
| SMILES | S1P4 ag | PERK inh | eIF4E-4G inh | BaF3 tox | Ba/F3 V617F tox | S1P4 antagonist | MDM2 E3 inh | NPY2 pot ag | Wee1 stabilizer |
| --- | --- | --- | --- | --- | --- | --- | --- | --- | --- |
| COC(=O)[C@@H]1[C@@H](C)OC(=O)N[C@H]1c1ccccc1 | 0.7 | 0.7 | -5 | 11 | 7 | -8 | . | -12 | -4 |
| Cc1noc(C)c1C(=O)Nc1sc2c(c1C(N)=O)CCC2 | -0.9 | -0.2 | -1 | 2 | -3 | -5 | -7 | 7 | -1 |
| O=C(Nc1ccncc1NC(=O)c1cccc([N+](=O)[O-])c1)c1cccc([N+](=O)[O-])c1 | 1.4 | 1.0 | -7 | 1 | 2 | 1 | -3 | -5 | 1 |

Additional records follow.
Each structure is followed by: S1P4 ag	PERK inh	eIF4E-4G inh	BaF3 tox	Ba/F3 V617F tox	S1P4 antagonist	MDM2 E3 inh	NPY2 pot ag	Wee1 stabilizer
FC(F)(F)c1cccc(N2CCN(C(=S)NCC3CCCO3)CC2)c1 (centres undefined)
→ -0.5	1.3	3	2	1	-2	-3	15	1
CC(NC(=O)COC(=O)C1=COCCO1)C12CC3CC(CC(C3)C1)C2 (centres undefined)
→ -1.4	-0.4	1	3	7	25	6	-31	-3
Cc1ccccc1Cn1nc(C)c(NC(=O)C2(C)CC2(Cl)Cl)c1C (centres undefined)
→ 0.5	-0.6	-1	1	-5	-2	4	-3	1
CCOc1ccc(OCC)c(NC(=O)C2CCCN(S(=O)(=O)c3c(C)n[nH]c3C)C2)c1 (centres undefined)
→ -0.2	-0.3	-2	2	2	-9	-8	-8	-1
O=[N+]([O-])c1ccccc1CSc1nnc2ccccn12
→ -1.3	0.4	0	9	4	-6	-11	-6	-2
CCN(CCCNC(=O)CCNC(=O)Cn1ccc2ccccc2c1=O)c1ccccc1
→ -2.8	0.3	5	0	-5	-13	-9	7	3
CC1CC(C)CN(CCCNC(=O)C2CCC(=O)N2C2CCCC2)C1 (centres undefined)
→ 0.3	0.7	9	4	-1	-17	-12	-16	7
O=C(Cc1ccc(Cl)cc1)N/N=C/c1ccncc1
→ -1.0	0.1	1	3	2	-10	-7	6	0
Cc1[nH]c2ccccc2c1C(=O)CSc1nncn1C
→ -0.5	-0.3	4[fluorescence artefact?]	1	-3	-8	0	-11	0
COc1ccc(O)c(/C=N/NC(=S)Nc2cccnc2)c1
→ 1.2	0.2	-1	9	3	-2	-20	6	2
CCc1ccc(C(=O)COC(=O)c2cccc(N3C(=O)c4c(C)nc5ccccc5c4C3=O)c2)cc1
→ -3.5	1.3	-10[fluorescence artefact?]	7	-3	2	-33	1	-1
CN(C)C=Nc1ccc(Cl)c(Cl)c1
→ 1.6	0.5	6	5	-5	-3	-18	-22	0
CSC(=S)N/N=C(\C)c1ccc(Br)cc1
→ 0.1	1.3	0	11	0	15	-8	-9	-1
Cc1cc(C)cc(NC(=O)COC(=O)CN=C2NS(=O)(=O)c3ccccc32)c1
→ 1.0	-0.7	1	5	2	-27	-7	-2	2
O=C(COc1ccccc1)NC1CCN(Cc2ccccc2)CC1
→ -2.6	-1.0	-3	1	-5	3	0	-1	-1
Cc1[nH]n(-c2ccccc2)c(=O)c1N=Nc1nccs1
→ -2.2	-1.1	2[fluorescence artefact?]	5	-1	6	-8	-6	-2
Cc1ccc(C(=O)OC(C(=O)Nc2ccc(Cl)cc2C(F)(F)F)c2ccccc2)cc1 (centres undefined)
→ -1.4	0.0	10	0	-1	-4	-13	-7	0
Cc1cccc(C)c1NC(=O)C(=O)NCCc1c[nH]c2ccccc12
→ 0.4	0.1	0	1	-5	22	-2	0	0
COc1cccc(CNC(=O)c2ccc(S(=O)(=O)N3CCCC3)cc2)c1
→ -1.2	-0.5	4	2	-3	-14	.	-14	-3
CC1(C)Cc2c(sc3nc(-c4ccccc4)n(N)c(=O)c23)CO1
→ 1.1	-0.2	-11	4	-2	-3	-3	-12	-1
CC(C)C(=O)NC(NC(=S)Nc1cccc2cccnc12)C(Cl)(Cl)Cl (centres undefined)
→ 0.0	-0.9	-3	6	-2	-18	-4	9	1
O=C(CNCc1ccco1)Nc1cc(S(=O)(=O)N2CCOCC2)ccc1N1CCCC1
→ -1.0	-0.1	3	4	0	-2	-11	6	-2
CC1CCCCC1NC(=S)Nc1cccc(S(=O)(=O)N(C)C)c1 (centres undefined)
→ -1.1	-0.6	-4	4	2	-4	-5	-12	2
O=C1C(NS(=O)(=O)c2ccc(Cl)cc2)=C(N2CCCCC2)C(=O)c2ccccc21
→ -2.3	0.9	0	-1	0	-9	-4	6	5
CCOC(=O)C(C)Sc1nc(=O)n2cc(C)ccc2n1 (centres undefined)
→ -1.8	1.2	2	-6	-1	-21	-32	-4	2
O=C(CCNS(=O)(=O)c1cccc2nonc12)NC1CCCc2ccccc21 (centres undefined)
→ -0.2	0.5	2[fluorescence artefact?]	10	-2	-1	-3	4	1
CC(C)(C)SCCNC(=O)c1ccc(Cl)c(S(=O)(=O)N2CCOCC2)c1
→ 1.7	0.0	.	4	0	-13	.	5	-1
Cc1ccc(OCCn2cnc3sc(C(N)=O)c(C)c3c2=O)cc1
→ 0.1	-0.3	17	5	5	-7	-6	-23	4
CC1CCCCC1NC(=S)NC(=O)c1sc2ccccc2c1Cl (centres undefined)
→ -0.5	0.8	-2	0	-4	-2	12	5	1

Some of the entries above in another layout.
Cc1ccccc1Cn1nc(C)c(NC(=O)C2(C)CC2(Cl)Cl)c1C (centres undefined)
- S1P4 ag: 0.5
- PERK inh: -0.6
- eIF4E-4G inh: -1
- BaF3 tox: 1
- Ba/F3 V617F tox: -5
- S1P4 antagonist: -2
- MDM2 E3 inh: 4
- NPY2 pot ag: -3
- Wee1 stabilizer: 1

CC1(C)Cc2c(sc3nc(-c4ccccc4)n(N)c(=O)c23)CO1
- S1P4 ag: 1.1
- PERK inh: -0.2
- eIF4E-4G inh: -11
- BaF3 tox: 4
- Ba/F3 V617F tox: -2
- S1P4 antagonist: -3
- MDM2 E3 inh: -3
- NPY2 pot ag: -12
- Wee1 stabilizer: -1

Screening data from PubChem.
